Bioassay records from PubChem.
Efa HMGR inh = inhibitors of class II HMG-CoA reductase from Enterococcus faecalis; actives 0.41% (n = 190,000); AID 1066; purified E. faecalis HMGR, NADPH absorbance 340 nm kinetic; inhibition, % at 10 µM;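 active = inhibition above a set limit, the median over all tested compounds plus 3 SD, cut at about 9.5% in these data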;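 note: enzyme runs in reverse so mevalonate oxidation gives rising NADPH absorbance; 0% = complete reaction with DMSO and 100% = background rate lacking mevalonate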
TNAP act hi DEA = increases human TNAP activity under high phosphate acceptor concentration; P05186; purified TNAP, CDP-star luminescence, 1 M DEA, 30 min; stronger effect = higher value; 0 = EDTA background, 1 = DMSO-only activity; activation factor at 20 µM; 200,000 tested, under 10 active; AID 1136;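 active = activation factor at least 2 at 20 µM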
Target sequence (P05186 whole entry, looked up): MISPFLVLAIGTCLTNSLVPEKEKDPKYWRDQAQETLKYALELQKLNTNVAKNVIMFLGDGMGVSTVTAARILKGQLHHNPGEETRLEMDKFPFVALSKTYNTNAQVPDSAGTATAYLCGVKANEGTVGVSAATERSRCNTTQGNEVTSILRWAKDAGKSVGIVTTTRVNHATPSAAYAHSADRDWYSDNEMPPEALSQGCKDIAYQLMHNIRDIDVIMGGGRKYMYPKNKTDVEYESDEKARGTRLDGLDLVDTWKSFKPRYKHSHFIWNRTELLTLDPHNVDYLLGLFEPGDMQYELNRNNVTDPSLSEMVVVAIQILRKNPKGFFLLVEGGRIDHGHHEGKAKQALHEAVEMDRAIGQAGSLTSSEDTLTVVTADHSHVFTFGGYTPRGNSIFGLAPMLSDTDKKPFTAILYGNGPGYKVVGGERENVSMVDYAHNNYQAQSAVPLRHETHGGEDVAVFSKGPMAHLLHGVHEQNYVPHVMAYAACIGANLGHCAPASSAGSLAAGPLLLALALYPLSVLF
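Measured by: Luminescent substrate turnover signal | Test system: Human TNAP | Input: TNAP 1/800 final | Dosing: 20 µM single point | Schedule: 30 min, room temperature | Controls: EDTA wells as negative control, DMSO wells as positive control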
Diaph act CS = counter-screen for diaphorase-based assays: diaphorase activators and chemical reducers; Diaphorase/resazurin coupled assay, resorufin fluorescence, 16 min; stronger effect = higher value; 1 = vehicle wells, 0 = NADH-free wells; activation factor at 20 µM; actives 0.005% (n = 190,000); AID 1229;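 active = diaphorase activity raised at least twofold by the compound at 20 µM; inactive = activation factor below 2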
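Material: bacterial diaphorase enzyme (C. kluyveri); amount: enzyme 0.07 U/mL final; reagent: NADH substrate 0.114 mM plus resazurin dye 0.1 mM, final; doses: single compound dose of 20 µM, 1% DMSO final; timing: 16 min enzyme reaction, ambient temperature; measured by: fluorescence of resorufin, 544 nm excitation, 590 nm emission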
TNAP inh hiacc = inhibitors of human TNAP at high phosphate acceptor concentration | inhibition, % at 20 µM | purified TNAP, CDP-star luminescence, 1 M DEA | actives 0.03% (n = 200,000) | AID 1135 | P05186;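 active = over 50% inhibition of tissue-nonspecific alkaline phosphatase at 20 µM in the single-dose screen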;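 note: plate controls were DMSO wells for no effect and EDTA-quenched wells as full inhibition for full effect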
Diaphorase inh = diaphorase inhibition or chemical oxidation counter-screen. diaphorase resazurin-to-resorufin fluorescence, NADH, 16 min; bacterial (C. kluyveri) enzyme, not human. actives 0.69% (n = 190,000). inhibition, % at 20 µM;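 active = primary screen inhibition at 20 µM above a set limit, cut at about 50% in these data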;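 note: plate controls were DMSO with full reaction for no effect and wells lacking NADH for full effect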
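Assay system: diaphorase enzyme from Clostridium kluyveri. Quantity: enzyme working solution with 0.14 U/mL diaphorase. Schedule: reaction incubation of 16 min at room temperature. Technique: resorufin fluorescence, excitation 544 nm, emission 590 nm. Controls: No-NADH positive control and DMSO neutral control.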
PMI act hi M6P = activators of human phosphomannose isomerase at near-saturating mannose 6-phosphate; actives 0.34% (n = 190,000); coupled PMI enzyme assay, resazurin fluorescence, 20 min; stronger effect = higher value; 1 = untreated enzyme, 0 = substrate-free blank; activation factor at 20 µM; P34949; AID 1216;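 active = activation factor of 2 or more at 20 µM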
Target sequence (P34949 whole entry, looked up): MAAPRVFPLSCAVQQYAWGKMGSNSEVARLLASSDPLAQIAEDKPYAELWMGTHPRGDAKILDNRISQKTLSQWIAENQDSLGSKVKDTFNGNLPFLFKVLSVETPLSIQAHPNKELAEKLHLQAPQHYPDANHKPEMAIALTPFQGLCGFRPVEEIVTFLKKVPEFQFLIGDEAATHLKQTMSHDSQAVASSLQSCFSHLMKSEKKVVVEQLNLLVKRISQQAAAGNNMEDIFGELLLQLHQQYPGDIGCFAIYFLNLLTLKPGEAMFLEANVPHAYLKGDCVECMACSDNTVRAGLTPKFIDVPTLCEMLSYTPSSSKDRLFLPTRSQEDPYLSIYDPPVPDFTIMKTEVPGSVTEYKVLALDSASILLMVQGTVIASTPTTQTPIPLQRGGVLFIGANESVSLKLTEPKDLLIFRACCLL
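Material: human phosphomannose isomerase with PGI, G6PDH, diaphorase coupling enzymes; amount: PMI at 15 ng/mL final; also added: Mannose-6-phosphate 1.0 mM (near-saturating) plus 0.22 mM NADP+; incubation: enzyme reaction with compound 20 min at room temperature; signal: resorufin fluorescence (Ex 544/Em 590 nm) from resazurin via diaphorase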
PMI activator = increases human mannose-6-phosphate isomerase activity | purified human PMI, coupled resazurin fluorescence, 20 min; stronger effect = higher value; 1 = vehicle control, 0 substrate-free wells | AID 1214 | activation factor at 20 µM | actives 0.005% (n = 190,000) | P34949;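 active = activation factor of 2 or more at 20 µM, relative to plate controls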
G6PDH CS = L. mesenteroides G6PDH inhibition counter-screen | inhibition, % at 5 µM | actives 0.12% (n = 200,000) | Purified L. mesenteroides G6PDH, diaphorase/resazurin coupled fluorescence, 45 min; in the data active = inhibition above about 50%
FLuc act counter = affects firefly luciferase, flagging false hits in luciferase stimulation screens | AID 1027 | ATPlite luciferase biochemical, luminescence, 10 min; 0 = ATP-free wells, 1 = DMSO control | 200,000 tested, under 10 active | activation factor at 10 µM;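 active = luciferase activation factor, scaled between plate controls, of at least 2 with compound at 10 µM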
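System: cell-free luciferase reagent; medium: PBS as buffer for the ATP substrate; doses: test compounds dosed from 2 mM stocks in 100% DMSO; incubation: 10 min, room temperature; measured by: luminescence from luciferase reaction; read-out: luciferase activation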
TNAP inh noacc = TNAP (human) inhibition, acceptor-free conditions; P05186; actives 0.26% (n = 200,000); AID 1012; purified TNAP, CDP-star luminescence, 30 min; inhibition, % at 20 µM;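 active = tissue-nonspecific alkaline phosphatase inhibition above about 50% at 20 µM in the single-dose screen, limit read from the data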;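 note: 0% = DMSO negative control and 100% = EDTA positive control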
An asterisk follows results filed as active; x = not tested or not shown. Hits appear at their usual frequency. Share with any hit: about 1.7%.

SMILES	Efa HMGR inh	TNAP act hi DEA	Diaph act CS	TNAP inh hiacc	Diaphorase inh	PMI act hi M6P	PMI activator	G6PDH CS	FLuc act counter	TNAP inh noacc
N#C/C(=C\c1ccccc1)C(=O)N(c1ccccn1)C1CCCCC1	0	1	0.9	-5	12	1	1	5	1	-15
Cc1c(O)ccc2c3c(c(=O)oc12)CCC(C)C3 (configuration not stated)	-6	1	0.9	-1	10	0.9	0.9	-26	1	-13
CC1CCC(C(C)C)C(OC(=O)CSc2nnc(N)s2)C1 (configuration not stated)	-5	1	0.9	0	14	1	1	0	1	-4
Cc1c(NC(=O)c2ccc(S(=O)(=O)N3CC(C)OC(C)C3)cc2)c(=O)n(-c2ccccc2)n1C (configuration not stated)	0	1.1	1.1	-6	-13	1.1	1.1	5	1	-8
COC(=O)N/N=C/c1ccc(-c2cc(Cl)ccc2Cl)o1	1	1	0.9	-4	7	1.1	0.9	-16	1.1	-4
Cc1ccccc1CNCc1cccnc1	-2	1.1	0.8	-5	16	0.9	0.9	7	0.8	-8
CCC(C)N(CC(=O)Nc1cccc(C)c1C)C(=O)CCl (configuration not stated)	-5	1.1	0.9	-6	15	1.1	1.2	-1	1.1	-12
CC(C)CNC(=O)/C=C/C(=O)O	0	1	1	0	-1	1	1.2	4	1	-8
CN(c1ccc(C(=O)Nc2nccs2)cc1)S(=O)(=O)c1ccccc1	-7	1	0.9	2	15	0.8	0.8	-8	1	-7
C/C(=C\C(=O)c1ccc(Br)cc1)NCc1ccc(C)cc1	2	1	0.9	-1	9	1	1	-1	1.1	0
CCCCC(=O)Nc1ccc(C(=O)NNC(=S)NC(=O)c2ccccc2[N+](=O)[O-])cc1	2	1	0.6	-2	41	1.1	1.1	15	1	-146
CCCN1CCC(NC(=O)Nc2cc(Cl)ccc2OC)CC1	-10	1	0.9	-5	6	1	0.9	-1	1	-4
CN(C)c1ccc(-c2nn3c(-c4ccc(Cl)cc4)nnc3s2)cc1	-7	1	0.8	-2	15	0.9	0.9	10	1	-8
Cc1ccc(/C=N/n2c(C3CCCCC3)n[nH]c2=S)s1	-2	1	1	1	0	1	1	-10	1.1	18
Fc1ccc2nc(Nc3nc4cc5c(cc4s3)OCCO5)sc2c1	-4	1.1	0.8	-15	15	0.9	0.9	1	0.5	-52
Cc1ccc(N(C(=O)c2sc(C)nc2C)C(C(=O)NC(C)(C)C)c2ccncc2)cc1 (configuration not stated)	3	1	1	-5	4	1	1	6	1	-8
O=c1c2c(C(F)(F)F)cc(C(F)(F)F)nc2[nH]n1-c1ccccc1	-1	0.9	0.9	5	6	1	1.1	3	1	2
O=C(Nc1nc(-c2cccs2)c(-c2cccs2)s1)C1(c2ccccc2)CC1	5	1	0.8	0	19	0.9	0.8	-3	1	-11
O=C(CCCOc1ccc(Cl)cc1Cl)N/N=C/c1ccco1	-5	1	0.9	1	7	1	1	8	1	0
Oc1ccc(NC(=S)Nc2ccccc2)cc1	-5	1	0.9	-5	7	0.8	0.9	7	1	-11
C/C=C/COC(=O)c1[nH]c2c(c1C)C(=O)CC(c1ccc(N(C)C)cc1)C2 (configuration not stated)	6	1	1.1	-1	-10	1.3	1.1	-65	1	-6
Cc1cc(N2CCCCC2)n2nc(C)c(-c3ccccc3)c2n1	-6	1.1	0.8	-6	17	0.9	0.9	5	1	-10
CCc1nc(N2CCN(c3nc(C)cc(C)n3)CC2)c2oc3ccccc3c2n1	x	1	1	-1	4	1	0.9	5	1	-4
Cc1cc(C)cc(NC(=O)C2CCN(c3cnccn3)CC2)c1	-2	1	0.9	-3	10	0.9	1	0	1	-1

Arranged by SMILES length (descending): part of the list above
SMILES	Efa HMGR inh	TNAP act hi DEA	Diaph act CS	TNAP inh hiacc	Diaphorase inh	PMI act hi M6P	PMI activator	G6PDH CS	FLuc act counter	TNAP inh noacc
Cc1c(NC(=O)c2ccc(S(=O)(=O)N3CC(C)OC(C)C3)cc2)c(=O)n(-c2ccccc2)n1C (configuration not stated)	0	1.1	1.1	-6	-13	1.1	1.1	5	1	-8
CCCCC(=O)Nc1ccc(C(=O)NNC(=S)NC(=O)c2ccccc2[N+](=O)[O-])cc1	2	1	0.6	-2	41	1.1	1.1	15	1	-146
C/C=C/COC(=O)c1[nH]c2c(c1C)C(=O)CC(c1ccc(N(C)C)cc1)C2 (configuration not stated)	6	1	1.1	-1	-10	1.3	1.1	-65	1	-6
CCc1nc(N2CCN(c3nc(C)cc(C)n3)CC2)c2oc3ccccc3c2n1	x	1	1	-1	4	1	0.9	5	1	-4
CN(c1ccc(C(=O)Nc2nccs2)cc1)S(=O)(=O)c1ccccc1	-7	1	0.9	2	15	0.8	0.8	-8	1	-7
Cc1cc(N2CCCCC2)n2nc(C)c(-c3ccccc3)c2n1	-6	1.1	0.8	-6	17	0.9	0.9	5	1	-10
Cc1ccc(/C=N/n2c(C3CCCCC3)n[nH]c2=S)s1	-2	1	1	1	0	1	1	-10	1.1	18
O=C(CCCOc1ccc(Cl)cc1Cl)N/N=C/c1ccco1	-5	1	0.9	1	7	1	1	8	1	0
CCCN1CCC(NC(=O)Nc2cc(Cl)ccc2OC)CC1	-10	1	0.9	-5	6	1	0.9	-1	1	-4
Cc1ccccc1CNCc1cccnc1	-2	1.1	0.8	-5	16	0.9	0.9	7	0.8	-8

Later entries.
SMILES	Efa HMGR inh	TNAP act hi DEA	Diaph act CS	TNAP inh hiacc	Diaphorase inh	PMI act hi M6P	PMI activator	G6PDH CS	FLuc act counter	TNAP inh noacc
COc1cccc(CNC(C)(C)CO)c1OCc1ccc(Cl)cc1	2	1.1	1	-6	0	0.9	1	6	1.1	2
OCC1(C2=NOC(O)(C(F)(F)F)C2)CCCCC1 (configuration not stated)	0	1.1	1.1	-9	-11	1.1	1.1	8	1	-1
CCOc1ccc(Br)cc1S(=O)(=O)N1CC(C)OC(C)C1 (configuration not stated)	1	1	0.8	-4	22	0.8	0.8	2	1	-10
CNC(=S)N1CCN=C1Nc1nc(C)cc(C)n1	-3	1.1	1.1	-6	-8	1	1	14	1	-9
Cc1ccc(NC(=O)c2ccc(OC(=O)c3ccco3)cc2)cc1	0	1	0.9	-1	6	0.9	0.9	11	1	-6
O=C(OCC1OC(n2ccc(=O)[nH]c2=O)C(O)C1OC(=O)c1ccccc1)c1ccccc1 (configuration not stated)	2	1	0.8	-1	16	1	0.9	4	1	-14
COc1ccc(S(=O)(=O)Nc2ccc(S(=O)(=O)N3CCCCC3)cc2)cc1	5	1.1	0.9	-6	11	1	0.9	1	1	-10
Cc1ccc2c(CC(=O)O)coc2c1C	-1	1	0.9	-4	9	1	1	15	1	-9
COc1ccc(OCC(=O)Nc2c3c(nn2C(C)(C)C)CSC3)cc1	4	0.9	1.1	7	-5	1.1	1.1	1	1	10
Cc1ccc(C(=O)N/C(=C/c2ccc(-c3cccc([N+](=O)[O-])c3)o2)C(=O)NCCCN(C)C)cc1	-4	1	1.1	0	-8	1	1	10	1	0
O=c1ccn(CCOc2ccc(Cl)cc2)c(=O)[nH]1	-2	1.1	1.2	-7	-17	1.1	1.1	2	1.1	4
O=C(Nc1ncccn1)C1CCCN1S(=O)(=O)c1ccc(Cl)c(Cl)c1 (configuration not stated)	-4	1	0.8	-4	16	1	0.9	-3	1.1	-12
Cc1ccc2oc(=O)c3cnn(CC(=O)NCCN4CCOCC4)c3c2c1	-5	1	1	-2	0	1	1	-11	1	-11
COc1ccc(C(CNC(=O)COc2ccccc2-c2ccccc2)N2CCOCC2)cc1 (configuration not stated)	-6	1	0.9	-1	14	0.9	0.9	2	1	-10
CCOC(=O)/C(C#N)=C\c1cn(C)c2ccccc12	-7	0.9	1.1	7	-5	1.1	1	3	0.9	6
CCOc1cc(N2CCOCC2)c(OCC)cc1NC(=O)c1ccco1	-1	1	0.8	-1	18	0.7	0.9	10	1	-6
CCN(CC)S(=O)(=O)c1ccc(C(=O)OCCNC(=O)c2cccnc2)cc1	-2	1.1	0.9	-5	8	1.1	1.1	8	1.1	-3
Cc1ncoc1C(=O)N1CCCC(C(=O)c2cccc3ccccc23)C1 (configuration not stated)	1	1	0.9	3	5	1	1	2	1	-4
CCOc1cc(NC(=O)CCl)c(OCC)cc1NC(C)=O	-3	1.1	1	-8	5	0.8	1	14	1.1	-14
CC1CC(OCC(O)CN2CCOCC2)CC(C)(C)C1 (configuration not stated)	-2	1	0.9	2	14	1	1	6	1	-14
COCCOc1cc(N2C(=O)CSCC2=O)c(Cl)cc1Cl	5	1.1	0.9	-9	7	1	1	6	1.1	-12
COc1ccc(CN=CC2=C(O)CNC2=O)cc1	-4	1	0.9	0	7	1	1	-1	1	-6
Cc1c(C(=O)N2CCCCC2)nn(-c2ccc(Cl)cc2)c(=O)c1C#N	-3	1	0.9	-5	12	0.7	1	7	1.1	-9
CCOC(=O)c1c(C)[nH]c(C)c1C(=O)COc1ncnc2ccccc12	-3	1	1	-4	5	1.1	1.3	8	1.1	6
CCOc1ccc(Oc2c(C)oc3cc(O)ccc3c2=O)cc1	0	1.1	1.1	-5	-5	1	0.9	12	1	-7
CCOc1ccc(S(=O)(=O)NCc2ccncc2)cc1	-4	1	1	-2	-1	1	1	-6	1	-7
CC(NC(=O)CSc1ncnc2nc[nH]c12)c1ccccc1 (configuration not stated)	-2	1	0.7	-4	29	0.8	0.8	-14	1.1	-2
COC(=O)C1=C(C)N=C2SC(C#N)=C(N)N2C1c1cccc(OC)c1 (configuration not stated)	-3	1	0.8	1	21	0.9	0.9	3	1	-7
O=C(CSc1nc2ccc(NC(=O)CSc3nnnn3-c3ccccc3)cc2s1)Nc1ccccc1	2	1	0.9	-1	6	0.9	0.9	22	1	-16
Cc1ccc(CNC(=O)CCc2ccc(S(=O)(=O)NC3CCCCC3)cc2)cc1	1	1.1	0.9	-8	10	1.2	1	23	1	-12
